LYP inhibition = inhibitors of LYP phosphatase, biochemical, fluorescence intensity, uHTS (AID 1779) | 0.054% of 290,000 active | inhibition, % at 11.5 µM, or IC50 in µM where a hit was titrated | recombinant LYP phosphatase, fluorescence intensity; higher % means a stronger effect; in the data active means inhibition above about 50%;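 further: plate controls were vehicle with enzyme for no effect and no enzyme for full effect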
Dengue-2 NS5 capping = Dengue-2 NS5 methyltransferase inhibitors, primary screen, biochemical, confirmation dose response (AID 588689). Dengue-2 NS5 methyltransferase capping enzyme assay, biochemical; higher % means a stronger effect. inhibition, % at 25 µM, or IC50 in µM where a hit was titrated. 0.3% of 340,000 active; in the data active means a potency from the dose series
HIV fusion peptide = cell-free HIV fusion peptide-binding blockers – biochemical, uHTS, fluorescence dequenching, primary screen (AID 1986). 0.3% of 290,000 active. cell-free peptide binding, fluorescence dequenching, 30 min; higher % means a stronger effect. one-dose inhibition, % at 20 µM; IC50 in µM for titrated hits; in the data active means inhibition mostly above about 52%, no sharp cut-off; inactive means mostly below about 76%; further: some results filed as inactive read as strong as hits
AID2073 = disruptors of CaV2.2 binding to Mint1 – biochemical, HTRF (AID 2073) | inhibition, % at 20 µM; hits with a dose series show IC50 in µM | 0.19% of 290,000 active | HTRF protein-protein interaction, Mint1-CaV2.2; higher % means a stronger effect; in the data active means inhibition mostly above about 51%, no sharp cut-off; further: some results filed as inactive read as strong as hits
SIAH1 antagonists = blockers of Siah-1 interaction with plectin peptide – biochemical, fluorescence polarization, rhodamine-plectin, uHTS, primary screen (AID 1817); 0.02% of 290,000 active; Siah-1 / rhodamine-plectin peptide fluorescence polarization; higher % means a stronger effect; displacement, % at 20 µM; hits with a dose series show IC50 in µM;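 active means displacement of at least 50% at 20 µM, with a fluorescence ratio check between 0.3 and a set limit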;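 further: plate controls were Siah plus tracer with DMSO for no effect and tracer alone without Siah for full effect; strong numbers were not always called active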
Large T inhibition = SV40 large T antigen inhibitors, biochemical (AID 1903); SV40 large T antigen ATPase/helicase inhibition assay; higher % means a stronger effect; inhibition, % at 20 µM, or IC50 in µM where a hit was titrated; 0.39% of 310,000 active; in the data active means a potency from the dose series; further: strong numbers were not always called active
XIAP displacement = XIAP antagonists, biochemical, IAP family, fluorescence polarization (AID 1018); XIAP BIR domain, fluorescence polarization peptide displacement; higher % means a stronger effect; displacement, % at 20 µM; hits with a dose series show IC50 in µM; 0.007% of 200,000 active; in the data active means displacement above about 50%; further: a part of the inactive calls stands beside numbers as strong as those of hits
RSV antiviral HEp-2 = RSV antiviral activity via CPE protection, HEp-2 cells, primary 10 µM value included (AID 2391) | HEp-2 cells, RSV-induced CPE inhibition; higher % means a stronger effect | 0.13% of 310,000 active | one-dose CPE inhibition, % at 10 µM; IC50 in µM for titrated hits; in the data active means a potency from the dose series; further: strong numbers were not always called active
Rac1 GTP hydrolysis = MgcRacGAP GTPase-activating activity inhibitors, confirmation, biochemical, ADP Hunter fluorescence; MgcRacGAP-stimulated Rac1 GTP hydrolysis, ADP Hunter fluorescence; higher % means a stronger effect; GST-tagged Rac1 F28L mutant substrate; one-dose inhibition, % at 30 µM; IC50 in µM for titrated hits; 0.6% of 340,000 active; AID 624330;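 active means first-screen hits whose inhibition reached a set limit at any dose in the follow-up dose series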;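 further: fluorescence reports GDP produced by GAP-driven GTP hydrolysis; strong numbers were not always called active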
Dengue-2 NS5 capping pilot replicate = also measured in Dengue-2 NS5 capping; calls as there; inhibition, %; measured here: pilot screen replicate inhibition
* hit, by the source's call; . = no result given.

SMILES	LYP inhibition	Dengue-2 NS5 capping	HIV fusion peptide	AID2073	SIAH1 antagonists	Large T inhibition	XIAP displacement	RSV antiviral HEp-2	Rac1 GTP hydrolysis	others
Cc1ccc(-c2ccc(=O)n(CC(=O)NCc3ccc(F)cc3)n2)cc1	-4%	-5%	2.7%	0%	0%	14%	-5.2%	-0.3%	-7%
CC1(C)CSC(=S)N1S(=O)(=O)c1ccccc1	3%	-1%	3.0%	-2%	1%	15%	-4.5%	0.7%	8%
N#Cc1c(N)c(C#N)c(-c2ccc(O)cc2)c2c1CCCC2	-8%	1%	1.2%	29%	1%	18%	-4.1%	20%	14%
O=C(CCC(=O)Nc1nnc(C2CCCCC2)s1)NCC1CCCO1 (configuration not stated)	-5%	-3%	6.3%	0%	1%	10%	-4.2%	1.0%	5%
CC(CCc1ccc(O)cc1)NCCC(c1ccccc1)c1ccccc1 (configuration not stated)	-7%	5%	-1.4%	-1%	4%	8%	.	1.4%	5%
CC1CCCCN1C(=O)CSc1nc2ccccc2n1CC(=O)N1CCc2ccccc21 (configuration not stated)	0%	-5%	-2.2%	-8%	2%	9%	-6.5%	-1.2%	8%
COc1cccc(Nc2nc(CN3CCOCC3)nc3sc4c(c23)CCCC4)c1	7%	-1%	1.4%	2%	2%	1%	-3.9%	4.7%	7%
O=C(c1ccc([N+](=O)[O-])o1)N1CCc2ccccc21	-4%	4%	-1.2%	6%	-8%	-1%	.	12%	12%
CCc1cc2c(=O)c(-c3nc4ccccc4n3C)c(CCCC(=O)O)oc2cc1OC(=O)C(C)(C)C	10%	1%	4.3%	8%	-2%	9%	-9.1%	-0.7%	2%
Cc1ccc(C)c(S(=O)(=O)N2CCCOC2CNC(=O)C(=O)NC2CCCC2)c1 (configuration not stated)	-12%	-3%	2.6%	5%	1%	10%	.	2.4%	5%
O=C(NCc1ccco1)c1noc2c1CCCCC2	-1%	-3%	-0.5%	-7%	0%	9%	-1.1%	0.6%	6%
O=C(NCc1ccco1)/C(=C\c1ccc(F)cc1)NC(=O)c1ccco1	-7%	7%	1.9%	-1%	5%	0%	.	-0.6%	-1%
CCOC(=O)N/N=C(\C)c1ccc(OC(F)F)cc1OC(F)F	-4%	-1%	4.7%	2%	4%	24%	-0.7%	1.3%	12%
COC(=O)Cn1ncc(N(C)Cc2ccccc2)c(Cl)c1=O	-5%	-7%	14%	-3%	1%	0%	.	3.8%	6%
O=C(NCc1ccccc1)c1n[nH]nc1-c1ccccc1O	-11%	-8%	7.6%	21%	-4%	3%	-0.1%	1.3%	-8%
Cn1cccc1CC(=O)NNC(=O)Nc1ccc(Cl)cc1	-7%	-15%	22%	7%	-6%	12%	-9.9%	0.7%	3%
O=C(OCc1ccccc1)c1cccc(-c2nnn(Cc3ccccc3)n2)c1	-4%	3%	-1.7%	1%	0%	1%	-2.4%	4.5%	11%
CC1CCC(=O)N(CCSc2ccccc2)CC1 (configuration not stated)	-11%	-9%	-1.3%	-3%	4%	7%	.	-2.0%	7%
COc1ccc(Nc2nc(N)c([N+](=O)[O-])c(N3CCN(C)CC3)n2)cc1	-6%	-5%	-0.9%	8%	0%	17%	.	-3.5%	6%
COC(=O)C1=C(NC(=O)CCCCl)CCS1	2%	-2%	2.1%	-3%	-6%	10%	-3.2%	0.8%	18%
COc1ccc(N2CCN(CCCNC(=O)Cn3c(=O)c4cccn4c4ccccc43)CC2)cc1	-14%	-14%	-3.2%	-7%	-4%	20%	.	-0.8%	23%
COc1ccc(C(=O)OCC(=O)NCC2CCCO2)cc1 (configuration not stated)	0%	-1%	0.4%	18%	5%	-2%	-5.5%	0.7%	8%
COc1ccc(OC)c(-n2c(C)cc(C=O)c2C)c1	-6%	4%	-1.7%	0%	0%	2%	-3.4%	-0.1%	-4%
Cc1cccc(N(CC(=O)NCc2ccc3c(c2)OCO3)C(=O)CCC(=O)Nc2ccccn2)c1C	-7%	-7%	-0.8%	-5%	0%	-5%	-3.0%	.	6%
COC(=O)c1ccccc1NC(=O)CN1CCCCCC1	-9%	1%	0.8%	6%	-1%	2%	.	0.9%	11%	Dengue-2 NS5 capping pilot replicate=3.9
CCCn1nnc(NC(=O)COc2ccc(Cl)cc2)n1	-5%	-5%	-0.3%	10%	-6%	10%	-3.2%	1.1%	2%
CCOC(=O)C[N+]1(C)CCN(C(C)=O)CC1	-11%	-2%	-0.7%	17%	1%	0%	-4.7%	2.0%	2%
O=C(CCc1ccccc1)Nc1cc2c3c(c1)CCC(=O)N3CCC2	.	-1%	.	.	.	2%	.	-2.8%	4%
COc1cccc(-c2nc(CS(=O)(=O)CC(=O)Nc3cc(OC)ccc3OC)c(C)o2)c1	-6%	7%	-3.1%	14%	-6%	24%	.	1.6%	2%
NC(=O)C1(N2CCCCC2)CCN(C(=O)CSc2nc3ccccc3s2)CC1	-9%	0%	-1.7%	-6%	-8%	4%	-2.1%	0.6%	2%
CC(=O)c1ccc(N(CC(=O)NCCc2ccccc2)C(=O)c2csnn2)cc1	-7%	-4%	-0.2%	16%	2%	4%	.	-0.3%	-3%
COc1ccc(C2CC(O)(C(C)(C)O)NO2)cc1 (configuration not stated)	5%	-7%	0.0%	24%	2%	4%	-1.3%	-1.1%	2%
COc1ccc(S(=O)(=O)N2CCC(C(=O)NCCC3=CCCCC3)CC2)cc1OC	4%	6%	2.0%	0%	3%	4%	-0.2%	3.0%	5%
O=C(O)/C(=C\c1ccccc1Cl)c1ccc(S(=O)(=O)N2CCCCC2)s1	2%	10%	11%	11%	0%	3%	-5.5%	4.0%	12%
COc1ccc2c(COC(=O)CNC(=O)C34CC5CC(CC(C5)C3)C4)cc(=O)oc2c1	-6%	-1%	18%	48%	22%	18%	-11%	3.6%	6%
O=C(O)c1ccc(CNC(=O)c2ccc(C(F)(F)F)cc2)cc1	-7%	-1%	-0.4%	2%	7%	16%	-4.4%	0.5%	5%
N=c1c2c(ncn1CCCO)Oc1ccc3ccccc3c1C2c1ccccc1 (configuration not stated)	-11%	.	-1.5%	-1%	3%	48%	.	0.4%	.
CC(=O)c1sc(N/N=C\c2ccc(Br)cc2)nc1C	-7%	-17%	4.5%	4%	0%	9%	-5.3%	17%	8%
O=C(CCn1cnc2ccccc21)N/N=C/C=C/c1ccccc1	1%	.	1.4%	-13%	-1%	1%	.	1.2%	.
O=C(O)c1cc(S(=O)(=O)N2CCN(c3ccccn3)CC2)ccc1Cl	11%	-4%	1.6%	14%	0%	8%	-8.9%	-1.1%	3%
O=C(NCc1cccnc1)C(=O)NC1CCCCC1	-1%	-8%	0.1%	-6%	1%	.	-3.5%	-0.7%	3%
CCc1ccc(CN(Cc2cccnc2)C(=O)/C=C/c2ccc(OC)cc2)cc1	-5%	-83%	2.3%	-1%	-5%	13%	.	8.0%	5%
CC(C)c1ccc(NC(=S)NC2CCN(Cc3ccccc3)CC2)cc1	-10%	-4%	-2.2%	15%	-6%	22%	-3.1%	48%	2%
COc1cc(C(=O)N(C)C2CCCN(Cc3ccccc3F)C2)cc(OC)c1OC (configuration not stated)	-5%	-2%	2.7%	8%	6%	16%	.	0.6%	-6%
Cc1ccc(Cn2c(SCCN3CCCCC3)nc3c2c(=O)[nH]c(=O)n3C)cc1	10%	4%	2.1%	0%	-3%	17%	-2.8%	0.9%	19%
Cc1cccc(NC(=O)CC2C(=O)NCCN2C(=O)Nc2ccc(Cl)cc2)c1 (configuration not stated)	-6%	-7%	1.9%	-4%	1%	7%	.	0.7%	11%
CCOC(=O)c1ccc(NC(=O)CSc2nnc(C)n2-c2ccccc2)cc1	-2%	0%	1.6%	-10%	2%	9%	-3.5%	2.8%	8%
Cc1noc(C)c1CSc1nnc(-c2c[nH]c3ccccc23)n1-c1ccc(Cl)cc1	-3%	-1%	1.0%	-7%	1%	3%	-1.7%	1.6%	6%
CC(NC(=O)COC(=O)c1cccs1)c1ccccc1 (configuration not stated)	-11%	-3%	-0.1%	6%	-2%	5%	.	1.2%	-2%
N#CCCCSc1ncccc1-c1nc2ccccc2[nH]1	.	0%	.	.	.	1%	.	1.5%	12%
COCCCNC(=O)CC(NS(=O)(=O)c1ccc(F)cc1)c1ccc(OC)cc1 (configuration not stated)	-1%	-3%	2.3%	2%	2%	17%	-3.6%	-1.0%	2%
C=CCn1c(COc2ccccc2)nc2ccccc21	-9%	3%	-2.9%	10%	3%	5%	.	-1.9%	8%	Dengue-2 NS5 capping pilot replicate=0.6
NC(=O)c1cc(NC(=O)c2cc(Br)c(Br)s2)cc(C(N)=O)c1	-2%	-5%	-0.5%	22%	8%	12%	-4.4%	0.8%	14%
CC(C)(C)Nc1scc(-c2ccccc2)[n+]1-c1ccccc1	-10%	-2%	-1.0%	-19%	-5%	6%	-8.1%	0.3%	10%
Cc1cc(C)cc(NC(=O)C2C3C=CC4(O3)C2C(=O)N(CCN2CCCCC2)C4C(=O)NC2CCCCC2)c1 (configuration not stated)	-8%	-3%	0.5%	4%	3%	3%	.	0.4%	5%
Cc1nnc(NC(=O)C2CCCN(c3ncccn3)C2)s1 (configuration not stated)	-4%	-4%	1.8%	-2%	4%	-2%	-2.2%	-0.6%	2%
Cc1ccccc1-n1nnnc1SCC(C)C	-6%	3%	-1.0%	14%	-1%	3%	-8.1%	2.0%	0%
CC[N+]1(C)[C@@H]2CC[C@H]1CC(OC(=O)[C@H]1CCC(C(=O)OC3C[C@H]4CC[C@@H](C3)[N+]4(C)CC)(c3ccccc3)c3ccccc31)C2 (some centres not stated)	.	-1%	.	.	.	3%	.	-0.3%	-1%
COc1cc2c(cc1OC)C(Cc1ccc(O)cc1)NCC2 (configuration not stated)	-3%	-2%	-0.8%	6%	6%	70%	-1.9%	0.3%	11%
CCCCOc1ccc(N(CC(=O)NCCOC)C(=O)CCC(=O)Nc2ccccn2)cc1	-9%	-3%	-1.0%	-4%	-2%	3%	.	-0.2%	10%

Part of the list above in order of heavy-atom count, falling:
SMILES	LYP inhibition	Dengue-2 NS5 capping	HIV fusion peptide	AID2073	SIAH1 antagonists	Large T inhibition	XIAP displacement	RSV antiviral HEp-2	Rac1 GTP hydrolysis	others
Cc1noc(C)c1CSc1nnc(-c2c[nH]c3ccccc23)n1-c1ccc(Cl)cc1	-3%	-1%	1.0%	-7%	1%	3%	-1.7%	1.6%	6%
CCCn1nnc(NC(=O)COc2ccc(Cl)cc2)n1	-5%	-5%	-0.3%	10%	-6%	10%	-3.2%	1.1%	2%
CC1CCC(=O)N(CCSc2ccccc2)CC1 (configuration not stated)	-11%	-9%	-1.3%	-3%	4%	7%	.	-2.0%	7%

(further entries)
SMILES	LYP inhibition	Dengue-2 NS5 capping	HIV fusion peptide	AID2073	SIAH1 antagonists	Large T inhibition	XIAP displacement	RSV antiviral HEp-2	Rac1 GTP hydrolysis	others
COCCn1c(SCC(=O)NCc2ccc(F)cc2)nc2ccccc21	-4%	6%	0.0%	2%	2%	10%	.	0.5%	0%
CCN(CC)C(=O)CSc1nnc(COc2ccccc2)n1N	-7%	1%	1.5%	-8%	-3%	-4%	-6.7%	-0.1%	-11%
COc1ccc(-c2nc3ccccc3c(=O)n2NC(=O)c2cccnc2Cl)cc1OC	-10%	-7%	1.5%	-8%	7%	8%	-3.8%	1.1%	16%
Cc1ccc(S(=O)(=O)C2(C(=O)NC3CCCCC3)CC2)cc1	-10%	-1%	-1.4%	10%	-4%	3%	.	1.7%	10%
COc1cc(C(=O)Nc2cccc(S(=O)(=O)N3CCCC3)c2)cc(OC)c1C	0%	-13%	0.1%	4%	2%	15%	.	8.9%	11%
